C2C12 statin: suppressors of simvastatin-induced myotoxicity in C2C12 myotubes; hit rate 0.78% among 330,000; ATP luminescence, 48 h; scaled: DMSO 0, geranylgeraniol control 100; rescue of ATP level, % at 7.49 µM; AID 602340;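 active means mean ATP rescue above about 67%, or every replicate alone reaching that limit, limit read from the data, passing the limit was not always enough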;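 further: myotubes were challenged with 10 µM simvastatin during compound exposure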
ARNT TACC3 PPI: disruptors of human ARNT/TACC3 interaction. AlphaScreen His-ARNT PAS-B/GST-TACC3 binding, luminescence; TACC3 fragment carries E629A point mutation. hit rate 0.66% among 390,000. AID 623870. inhibition, % at 9.99 µM;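 active means mean inhibition of replicates at least 50% and at least half of replicates each reaching 50%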;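 further: 0% = complete ARNT plus TACC3 wells and 100% = ARNT alone without TACC3; many hits fall short of the cut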
PGC1a acetyl inh: modulators of PGC1a acetylation; U2OS PGC1a acetylation, AlphaScreen anti-acetyl-lysine; with virally co-expressed GCN5 acetyltransferase; inhibition, % at 15.6 µM; hit rate 0.17% among 350,000; AID 651687;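 active means every replicate shows inhibition of at least 40%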;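 further: 0% = neutral control wells and 100% = positive control wells; some results beyond the cut were filed as inactive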
PglD inh: inhibitors of Campylobacter jejuni PglD acetyltransferase; AID 602405; hit rate 0.098% among 360,000; purified PglD enzyme, DTNB colorimetric CoA detection; inhibition, % at 12.5 µM; in the data active means inhibition above about 16%, passing the limit was not always enough; further: strong numbers were not always called active
PAX8 reporter: inhibitors of PAX8 transcriptional activity in RMG-I cells; RMG-I TPO-luciferase reporter, SteadyGlo, 24 h; inhibition, % at 12.6 µM; hit rate 1.2% among 360,000;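 active means mean replicate inhibition at least 60% with every replicate also reaching 60%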;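 further: luciferase light reporting Pax8 driven TPO promoter activity; plate controls were median of neutral control wells for no effect and mitoxantrone controls for full effect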
Cneo AK release: Cryptococcus neoformans lysis via adenylate kinase release | C. neoformans lysis, adenylate kinase release luminescence, 4 h; normalised: neutral wells 0, clomiphene wells 100 | lysis activity, % at 15 µM | hit rate 0.2% among 360,000;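 active means mean lysis activity across replicates of at least 80%, whatever share of replicates individually reach that level; inactive means mean lysis activity below 80%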
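Assay system: C. neoformans cells. Amount: yeast cell density of 5 × 10^6 cells/mL. Technique: AK luminescence. Buffer or medium: YPD. Times: static 4 h at 37 °C with compound, 1 h detection. Dosing: single-point compound dose. Read-out: lysis from increased AK signal.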
GSIS activator: GLuc luminescence reporter in INS-1E cells, primary screen for activators of glucose-dependent secretion of insulin. hit rate 0.61% among 370,000. INS-1E GLuc reporter insulin secretion, 2-3 h. activation, % at 16.6 µM;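 active means lowest replicate activation of at least 40%, so every replicate reaches that level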;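 further: 0% = median of neutral control wells and 100% = median of IBMX positive control wells; some compounds called inactive have numbers as strong as hits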
LGR2 inh: blocks bursicon-induced cAMP signaling via Drosophila LGR2 | AID 720647 | hit rate 0.35% among 380,000 | HEK293 LGR2, CRE-luciferase, bursicon-stimulated, 4 h | inhibition, % at 9.99 µM;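 active means drop in luminescence signal, shown as inhibition above about 50% in the replicate tests, limit read from the data, passing the limit was not always enough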;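 further: agonist challenge used bursicon conditioned medium at about half maximal strength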
Starred values were filed as active, the others as inactive; x = not tested or not shown; & = joins results of further samples.

SMILES	C2C12 statin	ARNT TACC3 PPI	PGC1a acetyl inh	PglD inh	PAX8 reporter	Cneo AK release	GSIS activator	LGR2 inh
COc1ccc(S(=O)(=O)N(C)C[C@@H]2Oc3ccc(NC(=O)c4ccncc4)cc3C(=O)N([C@H](C)CO)C[C@@H]2C)cc1	17	-4	-1	-3	x	1	98	1
C=CCn1c(SCC(=O)c2[nH]c(C)c(C(=O)OCC)c2C)nc2scc(-c3ccccc3)c2c1=O	x	-6	x	x	-2	x	8	-13
C=CCn1c(CSc2nc3ccccc3s2)nnc1SCC(=O)NCc1cccnc1	3	1	-6	1	-19	2	x	x
CCCNC(=O)[C@@H]1[C@@H](CO)[C@@H]2Cn3c(ccc(C4=CCCC4)c3=O)[C@@H]2N1C(=O)C1CC1	-24	2	x	3	-2	11	-1	2
CCOc1ccccc1NC(=O)CSc1nnc(CNC(=O)c2cccs2)o1	1	-1	1	-1	0	0	6	-5
Cc1ccc2scc(CN3CCCC3)c2c1	x	-1	0	0	-3	-1	-14	4
CCCCNS(=O)(=O)c1cccc(NC(=O)[C@@H]2O[C@H](CO)[C@@H](O)[C@H]2O)c1	2	x	-6	7	-4	0	3	-2
O=C(c1ccccc1)N1CCN(CC#CC2(O)CCCCC2)CC1	-18	-6	-20	2	x	-1	x	x
COC(=O)N/N=C/c1c(C)nn(-c2cccc(Cl)c2)c1Cl	x	-5	4	-1	-18	8	x	x
CC=Cc1ccc2n(c1=O)C[C@@H]1[C@@H](CO)[C@H](C(=O)NCC(F)(F)F)N(CC3CC3)[C@H]21 (mixture of isomers)	-3	-2	x	-2	-48	0	10	-6
CN(C)/N=C/c1ccc(Sc2ccc([N+](=O)[O-])cc2[N+](=O)[O-])o1	x	1	x	x	6	x	-10	5
CS(=O)(=O)N(CC(=O)N1CCN(c2ccc(F)cc2)CC1)c1ccc(F)c(Cl)c1	9	0	-4	-2	x	-1	-19	9
Cc1nn(CCCC(=O)Nc2cccnc2)c(C)c1[N+](=O)[O-]	-3	0	15	0	-5	0	6	1
O=C(Cc1ccccc1)NCC(=O)OC(c1ccccc1)c1ccccc1	x	-1	x	x	1	x	-34	11
CN(CCOc1ccccc1)C(=O)c1cc(S(=O)(=O)N2CCOCC2)ccc1Cl	-7	35	-6	-1	-3	-2	-2	-5
CC1(C)Cc2c(C#N)c(N3CCN(C(=O)c4ccccc4)CC3)nc(Cc3ccccc3)c2CO1	22	2	-4	3	x	4	x	x
CC(=O)Nc1ccc(C(=O)OCC(=O)c2ccc(S(=O)(=O)N3CCCCC3)cc2)cc1	-5	3	x	x	11	x	-2	4
C[C@H](CO)N1C[C@H](C)[C@H](CN(C)Cc2ccccc2)OCc2cn(nn2)CCCC1=O	4	x	3	x	x	x	4	-3
C=CCOc1ccc2nc(NC(=O)OC)[nH]c2c1	-37	-6	-50	-8	x	3	x	x
O=C(CCC(=O)N(CC(=O)NC1CCCCC1)Cc1ccc(F)cc1)Nc1nccs1	-23	0	x	7	-11	-7	2	1
Cc1nc2cc(NC(=O)CS(=O)(=O)c3ccc(F)cc3)ccc2s1	-3	-1	x	3	-43	1	7	-9
CS(=O)(=O)N1[C@@H]2c3ccc(C4=CCCC4)c(=O)n3C[C@@H]2[C@@H](CO)[C@@H]1C(=O)NCCc1ccncc1	-25	-2	x	18	-22	1	29	0
COc1ccc(S(=O)(=O)N(C)C[C@@H]2Oc3ccc(NS(=O)(=O)c4ccc(F)cc4)cc3C(=O)N([C@@H](C)CO)C[C@H]2C)cc1	32	-9	11	-3	-21	-3	-20	-2
Cc1cc2c(c(=O)n1Cc1ccccn1)C(C(C)C)C(C#N)=C(N)O2 (configuration not stated)	-3	-5	8	x	-21	x	x	x
Cc1ccccc1-c1cnc2c(c1)C(=O)N([C@H](C)CO)C[C@@H](C)[C@H](CN(C)C(=O)c1ccncc1)O2	-5&18&0	4&-5	1&3	2&-2&-2	-18	-2&-2&-1	5&9	-9&-10
CCc1noc(C)c1C(=O)Nc1cc(Cl)ccc1-n1cncn1	8	-3	x	-2	8	-4	0	-8
Cc1ccc(C(=O)COC(=O)CN2C(=O)C3CC=CCC3C2=O)cc1[N+](=O)[O-] (configuration not stated)	6	x	5	-2	4	7	10	13
Cc1cc2ccccc2c(=O)n1CC(=O)NCC(=O)N(C)Cc1ccccc1	9	-8	-5	9	23	1	x	x
O=C1Cc2ccccc2N1c1c(Cl)cccc1Cl	x	0	-18	-1	x	1	x	x
O=C1CC(N2CCN(S(=O)(=O)c3ccc(Cl)cc3)CC2)C(=O)N1CCc1ccccc1 (configuration not stated)	10	-1	-3	3	x	-4	5	9
Cc1ccc(S(=O)(=O)N(Cc2cc3ccc(C)cc3[nH]c2=O)c2ccccc2)cc1	22	-3	1	6	-6	4	-9	-67
CO[C@H]1CC[C@@H]2CCOc3c(C#N)cccc3C(=O)N(C)C[C@@H](C)C(=O)N(C)C[C@H]1O2	3	-4	-8	4	-4	63	21	-16
CCc1noc(C)c1C(=O)N(C)CC(=O)Nc1ccc(Br)cc1C	12	0	x	2	14	0	2	4
COc1ccccc1NC(=O)Nc1nc2ccc(S(N)(=O)=O)cc2s1	-20	8	11	-2	-169	-5	6	-51
CCOc1cccc2sc(=NC(=O)c3ccc(S(=O)(=O)N4CCOCC4)cc3)n(C)c12	-51	5	-3	-5	x	-1	-5	x
COc1ccc(Cl)cc1-c1nc(SCC(=O)NC(C)C)n[nH]1	3	-20	x	2	-15	0	-44	-19
O=C(NCCN1CCCCCC1)C1CCN(S(=O)(=O)N2CCOCC2)CC1	-9	7	0	13	x	0	x	x
COC(=O)c1cc(C(=O)OCC(=O)c2ccc3c(c2)NC(=O)CO3)cc([N+](=O)[O-])c1	-7	-5	9	-7	-31	3	22	-17
CC(=O)c1sccc1NC(=O)CC(C)(C)CC(=O)O	x	x	-8	-1	32	-1	x	x
CCOC(=O)CN(C(=O)CSc1nnc(COc2ccc(OC)cc2)n1CC)c1ccccc1	10	6	-9	3	12	-1	-23	-13
CCc1nc(N)nc2c1C(=O)CC(C)(C)C2	-9	4	-2	4	x	0	70*	-14
CCc1ccc(-c2nc(CS(=O)CC(=O)NCc3ccc4c(c3)OCO4)c(C)o2)cc1 (configuration not stated)	1	-1	4	5	11	-1	17	7
Cc1nc(CS(=O)(=O)c2ccccc2)cc(N2CCOCC2)n1	36	0	-10	5	x	-1	29	5
C[C@H](CO)N1C[C@H](C)[C@H](CN(C)C)Oc2ccc(NS(=O)(=O)c3ccc(F)cc3)cc2CC1=O	-3&8	6&-1	6&4	0&3	-21	1&-1	1&-6	-17&10
C[C@@H]1CN([C@@H](C)CO)C(=O)CCCn2nncc2CO[C@@H]1CN(C)S(=O)(=O)c1cn(C)cn1	10&-1	-8	9&-5	-4&10	-13&7	0&1	-9&3	8
CN(C)NC(=S)Nc1ccc(S(=O)(=O)N2CCCCC2)cc1	-7	12	8	1	2	10	5	8
CCOC(=O)C1CCN(C(=O)c2ccc3c(SCC(=O)O)c4c(nc3c2)CCCC4)CC1	x	5	x	x	-21	x	-7	-6
N#CCCN(C(=O)COC(=O)c1cccc(S(=O)(=O)Nc2ccc([N+](=O)[O-])cc2)c1)c1ccccc1	x	0	x	x	-4	x	-20	3
C[C@@H]1CN([C@@H](C)CO)C(=O)c2cc(NS(=O)(=O)c3ccc(F)cc3)ccc2O[C@@H](C)CCCCO[C@@H]1CN(C)S(=O)(=O)c1cccs1	x	-5	-11	6	-20	56	9	x
Cc1c(NC(=O)CN2CC(C)OC(C)C2)c(=O)n(-c2ccccc2)n1C (configuration not stated)	3&0	-10&3	-13&8	-1&2	-3	-5&1	4	-15
CC(=O)c1ccc(NC(=O)NNS(=O)(=O)c2ccc([N+](=O)[O-])cc2)cc1	0	x	4	0	-2	-12	14	3
CCc1cc(C(=O)N2CCCC(CCC(=O)N3CCN(c4ccccn4)CC3)C2)no1 (configuration not stated)	7	-3	10	5	8	9	-7	-14
Cc1cccc(-n2nc3c(c2NC(=O)CCCl)CSC3)c1	-6	7	-5	6	44	-1	-31	-9
Cn1ncc(Cl)c1C(=O)Nc1cccnc1	101*	-9	7	-3	x	-2	x	x
CC(=O)Nc1ccc(NC(=O)COc2cc(C)cc3oc(=O)cc(C)c23)cc1	3	2	1	1	9	0	12	-1
O=S(=O)(Nc1ccc(-c2cnco2)cc1)c1ccccc1	x	7	x	x	7	x	20	-4
O=C(c1ccc(F)cc1)N1CC(=O)N2[C@H](CO)[C@@H](c3ccc(C#CC4CCCCC4)cc3)[C@@H]2C1	x	x	-11	x	21	x	24	-4
CNC[C@@H]1Oc2ccc(NC(=O)C3CCCCC3)cc2CC(=O)N([C@@H](C)CO)C[C@H]1C	-22	-6	12	-9	8	0	4	-36
CCOc1ccccc1CN1CCNC(=O)C1CC(=O)NCc1ccccn1 (configuration not stated)	10	x	0	4	-3	0	-2	-3
CC(C)NC(=O)N1CC[C@@H]2[C@H]1c1cc(-c3cccc(F)c3)ccc1N(C)[C@H]2CO	31	19	-14	2	-1	0	-14	-17

In the list so far, these have a COOH group.
SMILES	C2C12 statin	ARNT TACC3 PPI	PGC1a acetyl inh	PglD inh	PAX8 reporter	Cneo AK release	GSIS activator	LGR2 inh
CC(=O)c1sccc1NC(=O)CC(C)(C)CC(=O)O	x	x	-8	-1	32	-1	x	x
CCOC(=O)C1CCN(C(=O)c2ccc3c(SCC(=O)O)c4c(nc3c2)CCCC4)CC1	x	5	x	x	-21	x	-7	-6

Back to the main list, repeating the two entries before the break.
SMILES	C2C12 statin	ARNT TACC3 PPI	PGC1a acetyl inh	PglD inh	PAX8 reporter	Cneo AK release	GSIS activator	LGR2 inh
CCOc1ccccc1CN1CCNC(=O)C1CC(=O)NCc1ccccn1 (configuration not stated)	10	x	0	4	-3	0	-2	-3
CC(C)NC(=O)N1CC[C@@H]2[C@H]1c1cc(-c3cccc(F)c3)ccc1N(C)[C@H]2CO	31	19	-14	2	-1	0	-14	-17
Cc1cc(C)c(S(=O)(=O)N2CCCCC2)c(C)c1N(C)S(=O)(=O)c1ccc(Cl)cc1	x	-8	x	x	16	x	-24	24
CCN(CC)c1ccc(C2C(C(=O)OCCOC(C)C)=C(C)NC3=C2C(=O)CCC3)cc1 (configuration not stated)	x	7	-12	1	x	4	x	x
CCOC(=O)/C=C/c1c(OC)cccc1OC	x	-4	x	4	1	30	x	x
CCOC(=O)N1CCC(NC(=O)c2sc3nc4n(c(=O)c3c2C)CCCC4)CC1	x	-2	14	-1	-2	-3	4	x
O=C(CSc1nnc(Nc2ccccc2)s1)NCCN1C(=O)CSC1=O	x	-23	-6	-1	x	-1	-11	13
Cc1noc(C)c1NC(=O)Nc1ccc2c(c1)C(=O)N([C@H](C)CO)C[C@H](C)[C@@H](CN(C)Cc1ccc(C(=O)Nc3ccccc3N)cc1)O2	x	x	10	x	10	x	-11	-11
COc1cc(/C=C(\C(=O)O)c2ccc(S(=O)(=O)N3CCCC3)s2)cc(OC)c1	4	-10	-24	-1	-6	1	-2	7
CC(=O)Nc1ccc(S(=O)(=O)Nc2ccc(C)c([N+](=O)[O-])c2)cc1	x	-2	x	0	5	1	-3	-5
Cn1c(N/N=C/c2cccs2)cc(=O)n(C)c1=O	32	6	-2	3	x	-1	-4	-86
CN(C)CCCN1c2ccccc2Sc2ccc3ccccc3c21	x	6	-4	x	0	x	-26	14
C[C@H](O)[C@@H]1C(=O)N2CCc3ccc(-c4ccccc4)cc3[C@@H]2C[C@@H]1N(C)C(=S)Nc1ccc(F)cc1	28	x	13	0	17	0	x	-20
COc1ccc(NC(=O)N(C)C[C@@H]2OCCCC[C@H](C)Oc3ccc(NC(=O)Nc4ccc(F)cc4)cc3C(=O)N([C@@H](C)CO)C[C@@H]2C)cc1	x	-6	-1	5	-18	1	-1	5
COC(=O)C[C@@H]1CC[C@@H]2[C@H](COc3ccc(NC(=O)Nc4ccccc4C)cc3C(=O)N2C)O1	-25	-10	4	-2	8	9	-2	14
